BoNT-F LC inh = inhibitors of Botulinum neurotoxin F light chain protease | Multiplex microsphere protease cleavage assay, flow cytometry | AID 588497 | 360,000 tested, 0.22% active | inhibition, % at 10 µM; in the data active means inhibition above about 35%, passing the limit was not always enough; inconclusive means no clear call, values can overlap the other calls; further: plate controls were buffer without enzyme for full effect and enzyme alone for no effect
SSB-PriA inh = K. pneumoniae PriA-SSBct interaction inhibition; inhibition, % at 33 µM; AID 1272365; AlphaScreen SSBct-PriA binding, biotinylated peptide; 430,000 tested, 0.6% active; in the data active means inhibition mostly above about 37%, no sharp cut-off; inactive means mostly below about 20%;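 further: plate controls were negative control peptide for no effect and reference peptide for full effect; strong numbers were not always called active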
CCHF vOTU inh = blocks the CCHF virus ovarian tumor domain protease | CCHFV vOTU protease, Pep-AMC fluorescence | inhibition, % at 11.5 µM | 370,000 tested, 0.55% active; in the data active means inhibition above about 30%; further: 0% = vehicle wells with enzyme and 100% = no enzyme wells
MazEF act = activators of E. coli MazEF toxin-antitoxin RNase | P0AE70 | FAM/BHQ RNA-DNA oligo cleavage fluorescence, 5 h | activation, % at 20 µM | 350,000 tested, 0.32% active | AID 504720; in the data active means activation above about 50%
Target sequence (P0AE70 whole entry, looked up): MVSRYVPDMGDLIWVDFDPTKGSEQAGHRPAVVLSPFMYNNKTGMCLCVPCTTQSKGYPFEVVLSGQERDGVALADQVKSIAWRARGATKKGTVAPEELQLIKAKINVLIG
BoNT A protease = blocks Botulinum neurotoxin A light chain protease; AID 588499; 360,000 tested, 0.17% active; multiplex microsphere protease substrate cleavage, flow cytometry; inhibition, % at 10 µM; further: plate controls were buffer without enzyme for full effect and enzyme alone for no effect
Rv3671c inh = inhibits the M. tuberculosis serine protease Rv3671c; inhibition, % at 5.96 µM; P9WHR9; 320,000 tested, 0.048% active; in the data active means inhibition above about 38%;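 further: extracellular domain of Rv3671c used as enzyme; 0% = enzyme with DMSO and 100% = no enzyme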
SARS 3CLpro inh = SARS-CoV 3CLpro protease inhibition; P0C6X7; recombinant SARS-CoV 3CLpro, quenched FRET peptide cleavage; inhibition, % at 6 µM; 290,000 tested, 0.14% active; AID 1706; in the data active means inhibition above about 12%
VHR inh abs = blocks human VHR1 dual specificity phosphatase; P51452; recombinant VHR phosphatase, pNPP absorbance; inhibition, % at 13.3 µM; 290,000 tested, 0.52% active; AID 1654; in the data active means inhibition above about 50%; further: some compounds called inactive have numbers as strong as hits
Target sequence (P51452 whole entry, looked up): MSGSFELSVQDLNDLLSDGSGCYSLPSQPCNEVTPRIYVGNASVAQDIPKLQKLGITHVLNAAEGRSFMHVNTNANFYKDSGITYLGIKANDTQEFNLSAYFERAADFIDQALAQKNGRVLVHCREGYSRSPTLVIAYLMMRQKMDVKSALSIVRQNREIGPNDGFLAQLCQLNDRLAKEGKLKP
PrPC surface inh = reduces human prion protein on the cell surface; inhibition, % at 13.8 µM; P04156; 370,000 tested, 0.43% active; cell surface PrPC, TR-FRET read-out; in the data active means inhibition above about 24%; further: 0% = median of the test wells and 100% = reference compound wells
Anthrax LF inh2 = inhibitors of Bacillus anthracis lethal factor protease; P15917; multiplex microsphere protease cleavage assay, LF; inhibition, % at 10 µM; 360,000 tested, 0.12% active; further: plate controls were buffer without enzyme for full effect and enzyme alone for no effect
Target sequence (P15917 whole entry, looked up): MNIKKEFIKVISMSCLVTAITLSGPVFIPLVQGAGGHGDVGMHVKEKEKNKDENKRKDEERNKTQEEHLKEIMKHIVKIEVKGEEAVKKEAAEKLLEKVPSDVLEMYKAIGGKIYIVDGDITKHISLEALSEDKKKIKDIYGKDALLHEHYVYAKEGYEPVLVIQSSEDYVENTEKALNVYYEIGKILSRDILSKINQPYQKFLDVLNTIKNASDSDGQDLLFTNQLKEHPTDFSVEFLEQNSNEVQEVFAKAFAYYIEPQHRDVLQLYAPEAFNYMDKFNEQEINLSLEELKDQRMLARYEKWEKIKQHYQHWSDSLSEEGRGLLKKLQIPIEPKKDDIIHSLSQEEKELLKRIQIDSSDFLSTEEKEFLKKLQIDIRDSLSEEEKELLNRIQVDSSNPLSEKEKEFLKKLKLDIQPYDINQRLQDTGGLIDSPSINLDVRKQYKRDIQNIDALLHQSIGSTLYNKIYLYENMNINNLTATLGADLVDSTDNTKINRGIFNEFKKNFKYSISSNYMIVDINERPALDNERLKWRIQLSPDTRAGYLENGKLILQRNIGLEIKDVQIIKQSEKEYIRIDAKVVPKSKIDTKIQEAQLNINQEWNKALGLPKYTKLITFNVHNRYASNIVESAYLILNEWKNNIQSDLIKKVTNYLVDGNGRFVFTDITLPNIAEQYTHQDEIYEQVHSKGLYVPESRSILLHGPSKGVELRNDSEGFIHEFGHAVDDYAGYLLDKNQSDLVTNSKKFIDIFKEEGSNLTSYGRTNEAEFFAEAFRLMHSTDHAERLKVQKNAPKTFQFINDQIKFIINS
Numbers without * were called inactive; i = inactive; ? = inconclusive; nt = not tested or not shown; & = joins results of further samples. Unless noted, no stated cut-off is given here; in the data, active means inhibition above about 30%; inconclusive means no clear call, values can overlap the other calls; inactive means below that. Some of the compounds tested; rates above refer to the full screens.

SMILES	BoNT-F LC inh	SSB-PriA inh	CCHF vOTU inh	MazEF act	BoNT A protease	Rv3671c inh	SARS 3CLpro inh	VHR inh abs	PrPC surface inh	Anthrax LF inh2
O=C(CCc1ccccc1)N1CCCN(C(=O)CCc2ccccc2)CC1	-5	-2	-5	-3	0.4	-3	1	-2	-4	0
COc1ccc(CCN(C)CC(O)COc2c(C)ccc(C)c2C)cc1OC (centres undefined)	-17	2	20	-12	3.1	-13	2	7	4	-5
O=C1NCCN(Cc2ccc(Cl)c(F)c2)C1CC(=O)N1CCc2ccccc2C1 (centres undefined)	0	-13	9	15	0.3	2	0	8	4	0
CC1=NN(c2cccc(Cl)c2)C(=O)C12CC(C)=C(C)CS2 (centres undefined)	2	-8	-5	7	0.4	-7	7	-12	2	-4
Cc1ccc(Cn2c(=S)[nH]c3ccccc3c2=O)cc1	-8	1	-9	6	-2.3	-9	-2	18	0	-6
CCS(=O)(=O)c1ncc(Cl)c(C(=O)Nc2ccc(S(=O)(=O)N(C)c3ccccc3)cc2)n1	1	13	8	7	-0.7	-176	1	38	89*	0
Cc1cc(C)c(NC(=O)CN(C)S(=O)(=O)c2ccc3c(c2)n(C)c(=O)c(=O)n3C)c(C)c1	6	-7	1	12	0.9	1	-3	5	3	0
O=C(Nc1cccc(O)c1)c1cc(-c2ccccc2Cl)on1	-14	-21	-12	11	-2.0	-39	5	11	-5	-5
CCOC(=O)N1CCC(NC(=O)CCC(=O)N2CCOc3ccc(Cl)cc32)CC1	-5	-18	-1	9	-1.0	2	-4	-2	2	-2
CCOC(=O)N(NC(=O)C(O)(CC(C)C)CC(C)C)c1ccccc1	-4	-21	8	7	-0.7	10	-2	-17	-2	-1
O=C(Oc1cc2oc(=O)c3c(c2cc1Cl)CCCC3)c1cccs1	-6	-2	-286	-9	1.4	-6	-2	-2	-5	0
Cc1ccccc1C(=O)NC1CCN(CC(=O)Nc2ccc(Br)cc2)CC1	?	-3	0	-2	-3.0	3	5	9	7	1
Oc1ccc(N2CCN(c3nc(-c4cccs4)nc4ccccc34)CC2)cc1	-10	-8	-3	10	-1.5	9	5	13	7	-1
CC(C)CCNc1c(-c2cccs2)nc2ccccn12	-5	22	-47	3	-1.9	13	4	20	1	8
CCN(c1ccc(NC(=O)COC(=O)CCC(=O)c2ccc(F)cc2)cc1)C(C)C	-26	-11	24	0	-1.7	3	-9	9	-1	-9
Cc1ccccc1NC(=O)NNC(=O)OC(C)(C)C	-9	-2	-6	4	1.0	3	0	8	-1	-9
CCCCN1C(=O)Nc2ccccc2S1=O (centres undefined)	-3	1	1	-1	0.0	-11	0	-5	-7	-2
COc1cccc(CNC(=O)CCC2CCCN(C/C=C/c3ccccc3OC)C2)c1 (centres undefined)	2	-10	-5	-4	1.0	8	0	18	-7	1
COC(=O)c1ccc(OS(=O)(=O)c2ccc(NC(C)=O)cc2)cc1	1	-13	-3	-5	-0.3	-8	0	5	8	-1
CN(C)S(=O)(=O)c1ccc2c(c1)nc(CCC(=O)NCC(=O)Nc1ccc(F)c(F)c1F)n2C	-1	nt	-6	-11	-0.4	nt	nt	nt	6	0
Cc1ccc(NC2CCCN(C(=O)c3cc(C(C)C)nn3C)C2)cc1C (centres undefined)	-10	nt	3	1	0.2	nt	nt	nt	10	2
Cc1cc(Cl)c(S(=O)(=O)Nc2ccccn2)cc1OCC(N)=O	-16	-19	6	6	-0.5	0	-3	10	-3	-2
O=C(CCNS(=O)(=O)c1ccc2[nH]c(=O)oc2c1)Nc1ccccc1	13	0	nt	-6	-0.1	-1	-3	27	nt	0
CC(C)N(CCCNC(=O)Cn1c(=O)c2cccn2c2ccc(F)cc21)Cc1ccccc1	-1	0	-6	17	-3.8	4	1	5	-2	-2
CN(CC(O)COCc1ccc2c(c1)OCO2)C1CCCCC1 (centres undefined)	2	-25	-7	-6	-0.2	-3	-1	-8	1	1

No new results follow: an excerpt of the list.
SMILES	BoNT-F LC inh	SSB-PriA inh	CCHF vOTU inh	MazEF act	BoNT A protease	Rv3671c inh	SARS 3CLpro inh	VHR inh abs	PrPC surface inh	Anthrax LF inh2
O=C(CCNS(=O)(=O)c1ccc2[nH]c(=O)oc2c1)Nc1ccccc1	13	0	nt	-6	-0.1	-1	-3	27	nt	0
CC(C)N(CCCNC(=O)Cn1c(=O)c2cccn2c2ccc(F)cc21)Cc1ccccc1	-1	0	-6	17	-3.8	4	1	5	-2	-2
CN(CC(O)COCc1ccc2c(c1)OCO2)C1CCCCC1 (centres undefined)	2	-25	-7	-6	-0.2	-3	-1	-8	1	1

Four entries picked at random from those above:
SMILES	BoNT-F LC inh	SSB-PriA inh	CCHF vOTU inh	MazEF act	BoNT A protease	Rv3671c inh	SARS 3CLpro inh	VHR inh abs	PrPC surface inh	Anthrax LF inh2
O=C1NCCN(Cc2ccc(Cl)c(F)c2)C1CC(=O)N1CCc2ccccc2C1 (centres undefined)	0	-13	9	15	0.3	2	0	8	4	0
Cc1ccccc1NC(=O)NNC(=O)OC(C)(C)C	-9	-2	-6	4	1.0	3	0	8	-1	-9
CN(CC(O)COCc1ccc2c(c1)OCO2)C1CCCCC1 (centres undefined)	2	-25	-7	-6	-0.2	-3	-1	-8	1	1
CCN(c1ccc(NC(=O)COC(=O)CCC(=O)c2ccc(F)cc2)cc1)C(C)C	-26	-11	24	0	-1.7	3	-9	9	-1	-9

Carrying on:
SMILES	BoNT-F LC inh	SSB-PriA inh	CCHF vOTU inh	MazEF act	BoNT A protease	Rv3671c inh	SARS 3CLpro inh	VHR inh abs	PrPC surface inh	Anthrax LF inh2
CCOC(=O)C1=C(C)NC(=O)C1CC(=O)O (centres undefined)	-2	3	8	1	0.5	-4	4	17	4	-1
COc1cc2c(cc1OC)CC1(CCCCC1)N=C2	-4	1	-64	-1	-0.3	0	-1	10	-10	8
O=C(c1ccc(Br)o1)N1CCC(Cc2ccccc2)CC1	-4	5	-1	-5	1.1	-1	-1	21	13	-1
CC(c1ccccn1)N(CCN(C)C)C(=S)Nc1cccc(F)c1 (centres undefined)	-8	3	nt	12	-1.7	-11	-5	41	nt	-6
Nc1c(N(Cc2ccco2)C(=O)c2cccc(Cl)c2)c(=O)[nH]c(=O)n1Cc1ccccc1	nt	-5	-9	-4	nt	1	nt	nt	3	nt
Cc1noc(C)c1S(=O)(=O)N1CCC(C(=O)NC2CCN(Cc3ccccc3)CC2)CC1	-13	-5	19	-7	-0.6	-6	-3	20	2	4
O=C(NCCCN1CCN(c2ccccc2F)CC1)C1CCC(=O)N1C1CCCC1 (centres undefined)	-2	-8	nt	0	-0.9	2	-1	-4	nt	-6
COc1ccc(CN(C)C(=O)c2ccc3c(=O)n4c(nc3c2)CCC4)cc1	-5	-6	-1	-3	-1.0	6	5	-7	6	-6
CSCc1c(C(=O)OCC(=O)NC2CCCCC2)oc2ccccc12	nt	-1	8	-6	nt	-13	nt	nt	-8	nt
CC(C)c1cc(C(=O)N2CCCC(N3CCN(c4ccc(F)cc4)CC3)C2)n(C)n1 (centres undefined)	0	-4	7	-1	0.1	nt	-3	6	-3	0
CC(C#N)(NC(=O)CN1CCN(S(=O)(=O)c2cccc(F)c2)CC1)C1CC1 (centres undefined)	0	nt	-7	10	0.1	nt	nt	nt	2	-2
COc1ccc(NC(=O)CCCn2cc([N+](=O)[O-])cn2)cc1	1	15	-10	5	0.5	4	-1	30	-9	-1
O=c1[nH]ncc(N2CCCC2)c1Cl	1	-5	0	4	-0.2	12	7	7	-4	0
COCCCN1C(=O)C(CC(=O)NCCCN(C)C)CC(C(=O)N2CCCCCC2)=C1C (centres undefined)	-7	nt	1	nt	0.2	nt	nt	nt	6	0
N#CCCCSc1nnnn1-c1cccc(Cl)c1	14	-12	12	4	0.6	0	4	11	-5	-1
Cc1ccc(CN2CCN(Cc3c[nH]c4ccccc34)CC2CCO)o1 (centres undefined)	0	3	6	16	-0.4	3	4	12	-5	-6
C=C1CCN([C@H](C(=O)O)C(C)C)S(=O)(=O)c2ccccc21	-1	4	3	6	-0.2	6	nt	nt	4	4
CC(NC(=O)c1ccccc1OC(F)F)c1ccc(-n2ccnc2)cc1 (centres undefined)	-1	-6	-3	9	-1.6	-6	0	1	-2	-2
CCNC(=O)c1sc(=S)n(CC)c1N	nt	-23	18	0	nt	-8	-3	-9	-3	nt
CCC(CO)Oc1cc(NC(=O)c2cccc(C)c2)c2ncn(C(C)C)c2c1 (centres undefined)	13	17	-2	9	0.9	3	nt	nt	6	2
Cc1ccc(NC(=O)Cn2c(O)c(N=NS(=O)(=O)c3ccc(C)cc3)c3ccccc32)cc1	1	-18	9	2	-0.6	-6	-1	-8	-8	0
CCC1C(=O)N=C(SCC(=O)Nc2nc3ccccc3s2)NC1=O (centres undefined)	-2	8	10	2	-0.2	-5	4	1	3	2
CCCc1cc(C(=O)Nc2nnc(C)s2)cs1	12	-15	5	-2	1.2	6	-2	-11	10	-1
CCOC(=O)C1CCN(S(=O)(=O)Cc2ccc(Cl)cc2)CC1	-15	0	4	6	0.9	-1	-6	21	-2	-6
COc1ccccc1N1CCN(C(=O)c2cc3cc(C)ccc3[nH]2)CC1	2	-8	0	2	0.1	3	3	-8	5	-4
(next part)
SMILES	BoNT-F LC inh	SSB-PriA inh	CCHF vOTU inh	MazEF act	BoNT A protease	Rv3671c inh	SARS 3CLpro inh	VHR inh abs	PrPC surface inh	Anthrax LF inh2
Cc1cc(Cl)c2oc(C(=O)N3CCCCC3CCN3CCCC3=O)c(C)c2c1 (centres undefined)	8	-2	-14	-6	2.3	8	-2	-16	7	-1
O=C(C1CC1)N1CCc2sccc2C1c1ccc(Cl)cc1 (centres undefined)	?	-13	5	-14	-0.1	-3	0	18	8	4
CCOC(=O)N1CCC(=NNC(N)=O)C1	-10	nt	-9	2	0.0	nt	nt	nt	-4	-12
COc1cccc(OCc2nnc(SC)n2C)c1	-4	-15	8	5	0.6	-9	0	-13	2	-2
O=C(CN1CCCc2ccccc21)N/N=C/c1ccc(F)cc1F	-4	i	9	8	-0.9	0	4	4	-9	0
CC1CN(C(=O)c2cccc(S(=O)(=O)N3CCOCC3)c2)CC(C)O1 (centres undefined)	-5	-3	4	-1	-0.9	8	-3	3	0	-7
COCCNC(=O)c1cccc(OC2CCN(Cc3cccc(C(C)=O)c3)CC2)c1	2	-12	-6	5	-0.6	-12	-2	16	-4	-8
O=C(O)Cc1csc(Nc2cccc(Cl)c2)n1	1	4&25	1	-25	-0.5	-12	7	-20	11	0
CC(C)N(Cc1nccn1C)C(=O)CCc1nnc(CCCc2ccccc2)o1	-1	-13	-17	1	0.0	1	1	8	-5	-1
CC(=O)Nc1ccc(S(=O)(=O)N2CCC(C(=O)NC3CC3)CC2)cc1	6	-11	10	5	2.1	3	-5	15	0	-2
CC1CCc2c(sc3ncnc(NCCCOC(C)C)c23)C1 (centres undefined)	-8	-29	27	5	1.3	-1	2	10	-2	-4
CC(=NCCN1CCOCC1)C1=C(O)c2ccccc2C1=O	3	-13	22	9	0.0	6	-1	30	-13	-6
C#CCNC(=O)C[C@@H]1C[C@@]2(C(=O)OCC)CCCC=C2N(Cc2cccc3ccccc23)C1=O	-5	nt	10	nt	-0.9	nt	nt	nt	3	6
Cc1ccc(C(=O)Nc2ccc(N3CCN(C)CC3)nc2)cc1	1	4	0	-1	-0.4	3	-1	28	5	-2
CC(=O)c1ccc(S(=O)(=O)Nc2cccc(-c3ccc4nncn4n3)c2)cc1	0	0	-4	1	-0.3	56*	-2	25	-12	0
Cc1nnc(SCC(=O)Nc2cccc(Cl)c2)n1CC1CCCO1 (centres undefined)	8	-3	5	2	2.4	4	6	14	5	0
CCN(CC)C(=O)Cn1ccc(NC(C)=O)nc1=O	0	-19	-14	3	0.0	2	1	16	-2	10
Nc1c(N=Nc2ccccc2F)c(=O)[nH]n1-c1ccccc1	-12	17	0	-18	-0.6	4	3	19	2	-7
CC(=NNC(=O)c1ccc(NS(=O)(=O)c2ccc(Br)cc2)cc1)c1cccnc1	-4	2	24	-2	-0.1	-21	nt	nt	-7	-2
Cc1cccc(N2CCN(C(=O)C3CCN(S(=O)(=O)c4c(C)noc4C)CC3)CC2C)c1 (centres undefined)	-6	-15	0	1	-0.8	-3	-3	22	6	-5

Compound activity: PubChem BioAssay, several laboratories
